# Rin1-Abl PPI inh – blocks binding of human Rin1 to Abl | P00519+Q13671 | TR-FRET Rin1/Abl binding, biochemical | inhibition, % at 7.35 µM | 360,000 compounds, 0.4% hits; in the data active = inhibition above about 5%, passing the limit was not always enough
# Neddyl block – blocks human cullin neddylation | TR-FRET cullin neddylation, biochemical | calls only at 25 µM | 360,000 compounds, 0.58% hits | AID 651699; in the data active = inhibition above about 36%
# TbMetRS inhib – blocks T. brucei methionyl-tRNA synthetase activity; purified T. brucei MetRS, ATP depletion, Kinase-Glo luminescence; AID 624268; 360,000 compounds, 0.4% hits; inhibition, % at 11.9 µM;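 active = inhibition above a per-plate cutoff of the control wells' mean inhibition plus 3 SD, cut at about 5.5% in these data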;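 also: 0% = DMSO wells median and 100% = median of wells with control inhibitor compound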
#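 Measured by: Kinase-Glo luciferase luminescence reporting remaining unconsumed ATP. Material: purified T. brucei MetRS enzyme. Doses: 11.9 µM compound single dose, 0.9% DMSO. Medium: HEPES buffer containing pyrophosphatase, BSA, spermine, DTT. Times: 15 min preincubation, 2 h reaction, all 25 °C. Reagent: methionine, ATP and bulk E. coli tRNA.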
# FAS TE block – blocks the thioesterase domain of human fatty acid synthase; P49327; recombinant FAS-TE, OMFH fluorogenic substrate, fluorescence endpoint; inhibition, % at 15 µM; 360,000 compounds, 0.67% hits;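 active = compounds whose normalised, plate-corrected inhibition of enzyme fluorescence in the single-dose primary screen is 50% or more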;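 also: 0% = DMSO with enzyme and 100% = substrate without enzyme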
# MsrA inhibitor – inhibitors of bovine MsrA. inhibition, % at 15.5 µM. 360,000 compounds, 0.75% hits. purified bovine MsrA, absorbance read-out; in the data active = inhibition above about 4.5%;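 also: 0% = vehicle wells with enzyme and 100% = reference inhibitor wells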
# eLon inh – E. coli protease La inhibition. P0A9M0. purified E. coli Lon protease, fluorescence polarization. inhibition, % at 7.94 µM. 360,000 compounds, 0.42% hits; in the data active = inhibition above about 13%, passing the limit was not always enough;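 also: 0% = enzyme with probe and DMSO and 100% = no enzyme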
# MsrA act – activators of bovine methionine sulfoxide reductase A; activation, % at 10.6 µM; purified bovine MsrA, absorbance read-out; AID 602163; 360,000 compounds, 0.3% hits; in the data active = activation above about 7.5%;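 also: 0% = vehicle and 100% = reference activator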
# MLLE-PAM2 inh – inhibitors of microRNA-mediated deadenylation, human PABP1 MLLE binding. GST-MLLE / FITC-PAM2 fluorescence polarization. inhibition, % at 20 µM. 360,000 compounds, 0.36% hits. AID 588489; in the data active = inhibition above about 35%, passing the limit was not always enough;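 also: plate controls were DMSO wells with GST-MLLE for no effect and wells lacking GST-MLLE protein for full effect; some results filed as inactive read as strong as hits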
# CSN deneddyl inh – CSN deneddylation inhibition; Purified CSN, SCF-Nedd8-OG deneddylation, fluorescence polarization; inhibition, % at 12.5 µM; 360,000 compounds, 0.38% hits; AID 651999;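 active = pattern-corrected inhibition above about 35%, with an unprinted fluorescence ratio check between 0.5 and 1.5, limit read from the data, passing the limit was not always enough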;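 also: 0% = enzyme with substrate and 100% = substrate without enzyme; some results filed as inactive read as strong as hits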
#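 Assay system: purified human Csn5 enzyme expressed in HEK293T cells; measure: % inhibition; also added: SCFSkp2-Nedd8OG substrate at 10 nM final; technique: fluorescence polarization; times: reaction 90 min, room temperature; medium: Tris buffer pH 7.5, NaCl, DTT, Tween-20, trehalose, ovalbumin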
# Active calls of the source: *; i = inactive; nt = not tested or not shown; & = joins results of further samples. An unsorted share of the library; any-hit rate near 4%.
No.	compound	Rin1-Abl PPI inh	Neddyl block	TbMetRS inhib	FAS TE block	MsrA inhibitor	eLon inh	MsrA act	MLLE-PAM2 inh	CSN deneddyl inh
1	CC(C)C1C(=O)N(Cc2cn(Cc3ccco3)nn2)CCS(=O)(=O)N1Cc1ccc(-c2cccc(N(C)C)c2)cc1 (centres undefined)	-1.2	i	-0.9	32.8	0.1	2.2	-0.4	3.0	5.6
2	NC(=O)c1ccc(NC(=O)CCN2C(=O)c3ccccc3C2=O)cc1	3.8	i	-0.7	-6.1	0.9	-4.5	-3.6	-1.6	0.3
3	O=C1CCCC[C@@H](CO)[C@H](O)C[C@H](c2ccccc2)O1	nt	i	0.0	-5.6	-1.3	-3.8	-1.2	nt	-0.1
4	O=C(CSc1nnnn1C1CCCCC1)Nc1cccc(NC(=O)c2ccco2)c1	-1.0	i	0.0	4.9	0.3	-9.2	-1.1	-5.9	7.0
5	COc1ccc(N/C=C/C(=O)c2cc(OC)c(OC)c(OC)c2)cc1	-2.8	i	-0.2	9.5	-0.2	-12.4	-4.1	4.7	2.0
6	COC(=O)Nc1ccc2ccc3c(NC(=O)OC)ccc4ccc1c2c43	-0.7	nt	0.1	-3.4	1.4	-57.3	-5.0	-38.7	8.5
7	O=C(NCc1ccccc1)c1cc(-c2ccncc2)nc2ccccc12	-0.8	i	-1.8	-3.0	2.2	-2.2	-7.4	-4.9	-3.5
8	O=C(NN1CCOCC1)c1ccccc1	0.4	i	-0.4	-1.5	0.7	1.7	-7.2	-6.4	-2.1
9	CCOc1ccc(-n2c(=S)sc3c(=O)[nH]c(SCC(=O)NC(C)CC)nc32)cc1 (centres undefined)	2.1	i	-0.2	0.7	1.7	1.2	-3.6	8.1	3.9
10	O=C(O)/C=C\C(=O)Nc1ccccc1C(=O)NCc1ccccc1	0.0	i	-0.6	-2.3	0.8	0.6	-2.7	8.1	-4.3
11	O=C(c1ccc(CSc2ccc(Cl)cc2)cc1)N1CCCC1	2.7	i	-0.8	17.1	-2.0	-8.5	-3.2	6.4	-3.2
12	CC[C@]12c3[nH]c4cc(CCC(=O)N(C)C)ccc4c3CCN1C(=O)[C@@H](CC(=O)NCc1ccc(OC)c(OC)c1)C[C@@H]2C(=O)N1CCN(C(=O)C2CC2)CC1	-1.0	i	-0.6	-9.0	0.0	7.9	-6.1	22.9	-0.6

# Copied from above: compounds 5–12
No.	compound	Rin1-Abl PPI inh	Neddyl block	TbMetRS inhib	FAS TE block	MsrA inhibitor	eLon inh	MsrA act	MLLE-PAM2 inh	CSN deneddyl inh
5	COc1ccc(N/C=C/C(=O)c2cc(OC)c(OC)c(OC)c2)cc1	-2.8	i	-0.2	9.5	-0.2	-12.4	-4.1	4.7	2.0
6	COC(=O)Nc1ccc2ccc3c(NC(=O)OC)ccc4ccc1c2c43	-0.7	nt	0.1	-3.4	1.4	-57.3	-5.0	-38.7	8.5
7	O=C(NCc1ccccc1)c1cc(-c2ccncc2)nc2ccccc12	-0.8	i	-1.8	-3.0	2.2	-2.2	-7.4	-4.9	-3.5
8	O=C(NN1CCOCC1)c1ccccc1	0.4	i	-0.4	-1.5	0.7	1.7	-7.2	-6.4	-2.1
9	CCOc1ccc(-n2c(=S)sc3c(=O)[nH]c(SCC(=O)NC(C)CC)nc32)cc1 (centres undefined)	2.1	i	-0.2	0.7	1.7	1.2	-3.6	8.1	3.9
10	O=C(O)/C=C\C(=O)Nc1ccccc1C(=O)NCc1ccccc1	0.0	i	-0.6	-2.3	0.8	0.6	-2.7	8.1	-4.3
11	O=C(c1ccc(CSc2ccc(Cl)cc2)cc1)N1CCCC1	2.7	i	-0.8	17.1	-2.0	-8.5	-3.2	6.4	-3.2
12	CC[C@]12c3[nH]c4cc(CCC(=O)N(C)C)ccc4c3CCN1C(=O)[C@@H](CC(=O)NCc1ccc(OC)c(OC)c1)C[C@@H]2C(=O)N1CCN(C(=O)C2CC2)CC1	-1.0	i	-0.6	-9.0	0.0	7.9	-6.1	22.9	-0.6

# (next part)
No.	compound	Rin1-Abl PPI inh	Neddyl block	TbMetRS inhib	FAS TE block	MsrA inhibitor	eLon inh	MsrA act	MLLE-PAM2 inh	CSN deneddyl inh
13	COC(=O)c1ccc(OCC(O)CN(CCO)CCO)cc1 (centres undefined)	0.1	i	-0.2	-7.7	0.0	-2.2	-0.3	-0.7	0.5
14	O=c1[nH]c(=O)n(Cc2ccccc2)c2c1CCC2	0.8	i	-0.1	-3.4	0.0	-0.6	-0.2	5.0	-2.0
15	CCOC(=O)C1CCN(C(=O)COC(=O)CNC(=O)c2ccc(C(C)(C)C)cc2)CC1	-0.7	i	0.0	-7.6	-1.2	-6.2	-1.5	-15.3	2.7
16	Cc1nn(C)cc1CNC(=O)Nc1ccc(Cl)cc1	-3.1	i	0.9	-0.5	2.3	-2.3	-0.2	8.9	0.4
17	CCC(c1nnnn1Cc1ccccc1)N1CCN(C/C=C/c2ccccc2)CC1 (centres undefined)	0.2	i	0.2	1.0	-1.4	-13.1	-2.3	2.3	4.7
18	NC(=O)COc1ccc(/C=C2\C(=O)ON=C2c2ccccc2)cc1	-1.9	i	-0.2	-9.2	1.1	-8.5	-0.8	21.1	-2.5
19	CCN(CC)C(=O)Cn1c(=O)n(-c2ccccc2)c(=O)c2c3c(sc21)CCC3	2.4	i	-0.6	-6.5	-0.1	-2.3	-2.7	-12.9	0.0
20	COC(=O)CNC(=O)c1cccc(-c2ccc(OC)cc2)c1	0.6	i	-0.2	-7.2	2.3	-2.2	-0.1	2.0	1.1
21	Cc1c(C=O)c2ccccc2n1CCOc1ccccc1	-0.6	i	-0.8	12.1	0.4	-8.3	-9.4	-3.5	3.1
22	CCCS(=O)(=O)NC(=O)C1(C)CCCN(C(=O)C2(c3ccc(Cl)cc3)CCCC2)C1 (centres undefined)	1.8	i	-0.1	0.4	0.2	3.1	0.6	6.6	3.8
23	COC(=O)c1c(NC(=O)C2C3CCC(O3)C2C(=O)O)sc2c1CCCCCC2 (centres undefined)	0.9	i	0.1	1.0	0.3	8.9	-4.7	17.0	1.8
24	CC(C)(C)NC(=O)c1ccc(Cn2cc(C(F)(F)F)ccc2=O)cc1	1.7	i	-0.1	-5.1	-0.1	-1.0	-4.1	-17.9	2.1
25	CCc1ccc(N(C(=O)C(F)(F)F)C(C(=O)NC2CCCCC2)c2ccncc2)cc1 (centres undefined)	0.5	i	0.5	-8.5	0.2	-0.8	-1.2	9.6	-0.2
26	O=C(Cn1cnc2ccccc2c1=O)OCC(=O)c1ccc2c(c1)OCCO2	-0.1	i	-0.2	-7.7	-0.9	-5.9	-1.1	-4.2	0.5
27	O=C(CSC1=NS(=O)(=O)c2cc(F)ccc2N1)NCc1ccccc1	0.2	i	-0.4	-5.6	-0.4	9.7	-9.0	-6.8	0.3
28	CCOc1ccccc1NC(=O)CN1C(=O)COc2ccc(S(=O)(=O)N3CCOCC3)cc21	1.5	i	-0.2	-6.7	-0.3	-5.1	-9.5	-1.6	-1.0
29	c1ccc(C2=NN(c3ccccc3)C(c3ccco3)C2)cc1 (centres undefined)	9.1	nt	0.1	25.5	-0.9	4.0	-3.9	2.7	-14.2
30	OC1CCCN(CC(O)COC(c2ccc(F)cc2)c2ccc(F)cc2)C1 (centres undefined)	0.6	i	0.2	-6.9	1.1	-3.3	-1.8	2.6	2.3
31	CCc1ccccc1NC(=O)Nc1cccn(Cc2ccccc2F)c1=O	0.7	i	-0.5	11.6	2.0	13.0	-4.6	-11.4	-0.8
32	O=C(Cc1cccs1)Nc1cccc([N+](=O)[O-])c1	-0.9	i	0.2	7.2	0.4	-5.0	-5.7	-4.3	3.0
33	NC1=NC(=Nc2cccc(S(=O)(=O)N3CCOCC3)c2)c2ccccc21	-1.2	i	0.4	-2.7	0.1	0.8	-0.6	-0.2	-1.3
34	O=C(COc1ncnc2sccc12)Nc1ccc2c(c1)OCCO2	-0.9	i	-0.1	-9.3	0.6	-6.0	-2.5	-16.7	3.8
35	Cc1cc(C)cc(-n2ncc3c2CCCC3NC(=O)CCCn2cncn2)c1 (centres undefined)	-0.5	i	-0.1	-2.4	-0.6	13.1	-2.9	3.5	0.8
36	CCOC(=O)c1c(-c2ccccc2Cl)csc1NC(=O)CSc1nc(C)cc(=O)[nH]1	0.9	i	-0.4	-9.3	0.3	-2.5	-8.5	-7.6	4.9
37	Cc1nnc(SCC(N)=O)n1CCc1ccccc1	5.0	i	-0.5	-5.3	0.2	0.3	-0.1	-11.6	-1.6
38	COc1cc(C2CC(=O)Oc3cc(O)ccc32)cc(OC)c1OC (centres undefined)	-1.5	i	-1.6	-4.8	0.8	-14.5	-3.5	2.0	-3.5
39	COc1ccc(CN2CCCC(C(=O)N(C)Cc3ccccc3)C2)cc1OC (centres undefined)	2.1	i	-2.0	-5.6	-1.4	-10.3	-12.6	-6.9	1.9
40	Cc1cc(C(=O)Nc2cccc(S(=O)(=O)N3CCCC3)c2)c2ccccc2n1	2.2	i	-0.5	1.1	1.1	-4.5	-3.1	-11.2	0.8
41	COc1cc(-c2ccc3oc(-c4ccsc4)cc(=O)c3c2)cc(OC)c1OC	0.6	i	0.2	26.1	1.0	0.9	-0.4	-4.1	1.3
42	CC(=O)Nc1ccc(N/C=C2/CCCC2=O)cc1	1.7	i	-0.6	-3.0	4.4	5.5	-2.0	-7.4	110.2
43	CCOC(=O)c1c(NC(=O)c2ccccc2C)sc2c1CC(C)(C)OC2	1.0	nt	-0.5	16.1	1.6	2.0	-2.6	28.2	0.0
44	CCCCCC(=O)N1C[C@H](n2cc(-c3ccc(F)cc3)nn2)[C@@H](O)C[C@@H]1c1ccc(C)cc1	-2.5	i	-1.1	11.6	-0.4	-4.2	3.6	10.2	2.4
45	CC1=CC(C)(C)NC(=S)N1c1cccc(C)c1	1.1&0.7	i	-0.2&0.3	-6.9&-4.7	0.2&0.0	1.4&-4.5	0.1&-0.4	5.6&16.0	-3.6&0.9
46	CCn1c(N2CCN(C(=S)NC)CC2)nc2ccccc21	4.0	i	-0.8	-5.9	0.2	11.6	-3.2	-129.1	2.5
47	Cn1cccc1Cc1nnc(SCC(=O)Nc2cccc(F)c2)n1-c1ccc(F)cc1	-0.3	i	0.7	5.3	-0.5	-4.0	-2.3	-8.9	-1.4
48	CC(c1ccccc1)N1CCn2c(nc3cc(NC(=O)NC4CCCCC4)ccc32)C1 (centres undefined)	-1.9	nt	-0.8	-1.6	0.2	-0.8	-4.5	-4.9	-1.9
49	Cc1ccc2[nH]c3c(=O)n(Cc4ccccn4)cnc3c2c1	-1.7	i	0.5	2.3	1.6	2.1	1.4	4.6	-1.0
50	CC1CC1C(=O)OCC(=O)NCc1ccccc1Cl (centres undefined)	-4.9	i	0.5	-6.3	-1.1	-4.2	-3.9	-11.8	-2.6
51	Cc1ccc2nc(C)cc(NCCO)c2c1	-2.4	i	-0.1	-6.9	3.1	2.4	-5.9	-0.7	77.2*
52	CCCN(CC(=O)Nc1ccccc1C)C(=O)c1ccc(S(=O)(=O)N2CCC(C)CC2)cc1	3.0	i	-0.1	2.6	-1.4	3.8	-2.3	14.0	-10.1

# Screens (PubChem BioAssay)
